From PubChem
GRIN3A LBD mod: modulates the human NR3A ligand-binding domain. NR3A LBD differential scanning fluorimetry, Tm shift; 0% = protein alone, 100% = glycine-bound protein. hit rate 2.5% among 340,000. Tm shift relative to glycine control, % at 25 µM;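 active = melting temperature shift of at least 10% of the positive control shift, at one fixed dose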
beta cell repl: MIN6 beta-cell proliferation induction. MIN6 cells proliferation, ATPlite luminescence, 48 h; cells starved in 0.2% serum; 100% = growth in 10% serum. proliferation, % at 10 µM. hit rate 0.29% among 330,000;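 active = compounds whose signal lies at least 3.5 SD above the mean of all wells on their plate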;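 also: 0% = DMSO-treated cells in low-serum medium and 100% = 10% serum control; some compounds called inactive have numbers as strong as hits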
hIAP inh: human IAP inhibition; P09923; purified IAP, CDP-Star luminescence, 30 min; inhibition, % at 10 µM; hit rate 0.12% among 330,000; AID 2544;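 active = inhibition reaching a set limit with compound at 10 µM in the primary screen, cut at about 35% in these data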;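 also: plate controls were DMSO wells with enzyme for no effect and no-enzyme buffer wells for full effect; values of inactives mirror those of a sister screen read the other way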
Target sequence (P09923 whole entry, looked up): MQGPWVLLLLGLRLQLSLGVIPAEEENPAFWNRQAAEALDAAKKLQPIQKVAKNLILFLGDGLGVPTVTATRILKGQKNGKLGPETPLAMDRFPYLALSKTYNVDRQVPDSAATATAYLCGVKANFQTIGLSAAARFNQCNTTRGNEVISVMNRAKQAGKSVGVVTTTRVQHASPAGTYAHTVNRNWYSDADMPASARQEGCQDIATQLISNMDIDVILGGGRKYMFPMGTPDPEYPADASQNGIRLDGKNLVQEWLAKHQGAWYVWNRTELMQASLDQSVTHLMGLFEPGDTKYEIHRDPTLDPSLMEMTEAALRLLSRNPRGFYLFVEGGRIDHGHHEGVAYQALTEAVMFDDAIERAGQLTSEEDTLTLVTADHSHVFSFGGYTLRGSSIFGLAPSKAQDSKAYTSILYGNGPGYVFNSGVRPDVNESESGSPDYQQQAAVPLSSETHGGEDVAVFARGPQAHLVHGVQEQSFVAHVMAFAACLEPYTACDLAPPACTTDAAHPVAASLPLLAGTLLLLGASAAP
APOBEC3A inh: human APOBEC3A DNA deaminase inhibition. P31941. recombinant A3A, FAM/TAMRA ssDNA deamination fluorescence. inhibition, % at 20 µM. hit rate 0.41% among 330,000. AID 493011;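 active = at least 40% inhibition at 20 µM here, with at most 30% in a related deaminase screen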;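 also: plate controls were A3A with DMSO for no effect and wells lacking A3A enzyme for full effect; some results filed as inactive read as strong as hits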
mIAP inh: blocks mouse intestinal alkaline phosphatase; purified mouse IAP, CDP-Star luminescence, 30 min; inhibition, % at 10 µM; hit rate 0.2% among 330,000;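 active = inhibition of at least 40% at 10 µM in the primary screen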;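 also: plate controls were DMSO with enzyme for no effect and no enzyme wells for full effect; values of inactives mirror those of a sister screen read the other way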
hIAP activ: human IAP activation; activation factor at 10 µM; P09923; purified human IAP, CDP-Star luminescence, 30 min; stronger effect = higher value; 1 = vehicle-only enzyme, 0 = enzyme-free background; hit rate 0.16% among 330,000; AID 2524;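 active = activation factor of the enzyme at least 2-fold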; also: the source names both 10 and 20 µM as test concentration; values of inactives mirror those of a sister screen read the other way
mIAP act: increases mouse intestinal alkaline phosphatase activity | muIAP, CDP-Star luminescence, 30 min; stronger effect = higher value; 1 = vehicle-only enzyme signal, 0 = enzyme-free wells | activation factor at 10 µM | hit rate 0.24% among 330,000 | AID 2805;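 active = activation factor of at least 2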; also: the source names both 10 and 20 µM as test concentration; values of inactives mirror those of a sister screen read the other way
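System: mouse IAP enzyme. Reagent: CDP-Star chemiluminescent phosphatase substrate. Benchmarks: DMSO wells, no-enzyme wells. Times: 30 min enzyme-substrate-compound incubation at room temperature. Detection: luminescence from enzymatic CDP-Star hydrolysis. Doses: test compounds delivered from DMSO solution.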
APOBEC3G inh: APOBEC3G (human) deaminase inhibition; Q9HC16; recombinant A3G, ssDNA deamination FAM/TAMRA fluorescence; inhibition, % at 20 µM; hit rate 0.28% among 330,000; AID 493012;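 active = inhibition of at least 40% at 20 µM, with no more than 30% in the related APOBEC3A deaminase screen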;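 also: plate controls were DMSO wells with A3G for no effect and wells lacking A3G enzyme for full effect; some compounds called inactive have numbers as strong as hits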
Target sequence (Q9HC16 whole entry, looked up): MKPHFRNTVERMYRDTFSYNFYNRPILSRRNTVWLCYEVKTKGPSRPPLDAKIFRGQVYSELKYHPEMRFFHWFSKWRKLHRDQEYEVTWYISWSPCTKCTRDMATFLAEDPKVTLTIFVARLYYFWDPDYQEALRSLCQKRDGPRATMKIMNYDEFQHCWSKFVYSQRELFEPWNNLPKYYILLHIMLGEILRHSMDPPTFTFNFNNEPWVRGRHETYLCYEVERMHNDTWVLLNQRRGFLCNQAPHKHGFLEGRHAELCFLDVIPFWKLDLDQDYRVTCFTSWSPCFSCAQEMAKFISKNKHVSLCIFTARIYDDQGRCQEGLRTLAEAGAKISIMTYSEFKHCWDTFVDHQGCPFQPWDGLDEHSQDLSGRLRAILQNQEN
MPTP inh: blocks calcium-induced mitochondrial swelling; isolated mouse mitochondria, Ca2+ swelling absorbance, 30 min; AID 602449; hit rate 1.4% among 360,000; inhibition, % at 10 µM;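 active = inhibition of 50% or more, scaled per plate between neutral and stimulator controls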;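 also: 0% = DMSO wells given calcium and 100% = 1 mM EGTA wells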
* = called active by the depositor; / = no result given.

Below each SMILES: GRIN3A LBD mod	beta cell repl	hIAP inh	APOBEC3A inh	mIAP inh	hIAP activ	mIAP act	APOBEC3G inh	MPTP inh
CC(C)CCN(C(=S)Nc1cccc(F)c1)C(C)c1cccs1 (centres undefined)
    -6.1	-2.6	-0.8	7.4	2.5	1.01	0.975	-4.7	35.3
Cc1ccc(-c2nnc(-c3ccccc3)c(N3CCOCC3)n2)cc1
    -3.7	-0.2	-8.0	-6.4	-0.5	1.08	1	-8.5	1.5
CN(C)S(=O)(=O)N1CCN(CC(=O)Nc2ccc(F)cc2)CC1
    -3.0	1.1	-1.9	-6.2	0.4	1.02	0.996	-5.1	-0.3
COC(=O)CCC(=O)N1CCCC(C(=O)c2cc(F)ccc2F)C1 (centres undefined)
    0.0	-4.0	-12.3	-2.0	2.2	1.12	0.978	-6.7	-2.0
COC1CCN(C(=O)c2ccc(OC3CCN(CCc4ccccc4)CC3)cc2)CC1
    -1.0	0.4	3.9	0.7	4.1	0.961	0.959	-4.4	1.6
CC(=O)c1ccc(OCc2ccc(C(=O)c3ccccc3)cc2)cc1
    0.1	-6.8	-3.1	-7.9	-0.2	1.03	1	-5.3	93.8*
CCOC(=O)C1CCCN(Cc2c(F)cccc2Cl)C1 (centres undefined)
    -2.0	-1.1	5.2	-1.3	-16.9	0.948	1.17	-6.6	1.4
CCOC(=O)C(CC)n1nc(C)n2c(cc3sccc32)c1=O (centres undefined)
    -1.2	3.2	13.7	-8.4	1.6	0.864	0.984	-9.5	-1.2
COc1ccc(NC(=O)N[C@@H](Cc2ccccc2)C(=O)NN)cc1
    1.1	-1.3	-2.5	4.1	3.8	1.02	0.962	1.5	2.3
O=C(Cn1nnc(-c2ccc(Cl)cc2)n1)NCC1CCCCC1
    1.4	-3.6	7.9	-2.1	-8.3	0.921	1.08	-4.8	6.2
CCOc1ccccc1N(CC(=O)N/N=C/c1cc(Br)ccc1OC)S(C)(=O)=O
    -31.1	-1.0	14.4	3.8	-2.0	0.856	1.02	-3.7	0.8
COc1ccc(-c2ccc(=O)n(Cc3ccc([N+](=O)[O-])cc3)n2)cc1
    1.5	-1.5	-5.5	-7.6	-7.7	1.05	1.08	-8.4	2.2
Cc1ccc(N2C(=O)[C@@H]3Cc4ccccc4CN3C2=O)cc1
    -0.6	-3.3	5.5	-4.5	-0.3	0.945	1	-6.4	-0.2
COc1ccc(-c2nc(N)n(C(C)=O)n2)cc1
    -0.9	-2.8	-17.8	-12.2	4.8	1.18	0.952	-4.2	-3.1
CC12CN3CC(C)(CN(C1)C3c1ccc(F)cc1)C2 (centres undefined)
    1.7	0.1	0.8	-1.6	7.0	0.992	0.93	-7.6	-0.4
Oc1cc(Nc2cccnc2)cc2cccnc12
    -3.1	-5.6	-36.7	-1.1	-14.3	1.37	1.14	-7.0	1.0
CCOC(=O)C1=NNC2(c3ccc(C)cc3)C(=O)N(c3ccccc3)C(=O)C12 (centres undefined)
    -1.1	0.3	-1.0	1.2	-12.6	1.01	1.13	-0.8	4.0
COc1ccc(-c2csc(NC(=O)CN3C(=O)NC4(CCCC4)C3=O)n2)c(OC)c1
    3.7	-1.0	0.9	15.8	-2.3	0.991	1.02	-9.4	-0.2
Cc1ccc(C)c(-c2ccc(=O)n(Cc3cccc(Br)c3)n2)c1
    1.4	-2.2	13.6	2.6	5.5	0.864	0.945	0.5	-0.6
COc1ccc(-n2c(SCC(=O)NCC3CCCO3)nc3c([nH]c4ccccc43)c2=O)cc1 (centres undefined)
    -4.7	-1.6	2.1	3.5	-6.3	0.979	1.06	4.1	-1.1
CCOc1ccccc1N1CCN(CC(=O)N(C2CCCC2)C2CCS(=O)(=O)C2)CC1 (centres undefined)
    -0.1	1.4	7.8	-1.7	-1.4	0.922	1.01	-4.7	0.9
CC(=O)NC(CCS(C)(=O)=O)C(=O)Nc1cccc(C)c1 (centres undefined)
    0.1	2.2	11.7	-4.8	3.1	0.883	0.969	-4.0	-1.2
CCNc1ccc(C(=O)OC(C(=O)NC(N)=O)C(C)C)cc1[N+](=O)[O-] (centres undefined)
    -2.3	1.9	1.2	2.0	-8.0	0.988	1.08	1.7	-0.8
COc1ccc(S(=O)(=O)N(C)CC(=O)NCCCN2CCOCC2)cc1Cl
    1.1	-0.4	-0.2	0.5	9.9	1	0.901	-4.9	-1.7
COc1cc(C2=Nc3c(c(C)nn3-c3ccccc3)P(=O)(N3CCOCC3)O2)cc(OC)c1OC (centres undefined)
    0.5	-3.2	-8.6	-4.8	-8.9	1.09	1.09	-4.3	-1.3
Cc1nc(NC(=O)/C=C/c2ccccc2)sc1C(=O)NCCO
    -0.6	-1.8	5.2	3.3	3.9	0.948	0.961	-5.5	2.0
O=C(CCN1C(=O)S/C(=C\c2ccccc2)C1=O)NCCCn1ccnc1
    0.0	-0.3	-37.1	-2.8	0.4	1.37	0.996	-6.3	1.1
COc1cccc(NC(=O)Nc2ccc(Br)cn2)c1
    -47.0	-2.3	6.4	1.2	-16.8	0.936	1.17	-4.0	8.6
CCn1c(SCC(=O)N2CCCCC2C)nnc1-c1ccc(S(=O)(=O)N2CCN(C)CC2)cc1 (centres undefined)
    1.2	-0.3	11.7	-7.5	7.3	0.883	0.927	-10.3	1.5
CCCOc1cccc(C(=O)Nc2nnn(CCC)n2)c1
    -4.1	0.3	11.9	-1.9	1.7	0.881	0.983	-3.1	1.1
COc1ccc(OC)c(C2SCCN2S(C)(=O)=O)c1 (centres undefined)
    -2.3	1.9	-10.1	1.0	16.9	1.1	0.831	-5.7	2.2
COc1ccccc1CNC(=O)C1CCC(=O)N1C(C)C (centres undefined)
    -5.7	-2.3	-9.7	2.8	-4.4	1.1	1.04	-4.1	0.5
CCN(CC)C(=O)[C@H]1C[C@H](CC(=O)NCCCn2ccnc2)C(=O)N2CCc3c([nH]c4ccc(Cl)cc34)[C@]12C
    -1.5	/	/	3.1	-5.4	/	1.05	-0.3	-1.6
COc1cc(SC)ccc1C(=O)OCC(=O)NCCC1=CCCCC1
    0.5	-4.5	6.4	-3.1	-0.7	0.936	1.01	-4.8	0.1
CCOc1c2ccc(C(=O)NCCCCc3ccccc3)cc2nn1CC
    -1.9	-1.9	1.2	-2.9	-6.0	0.988	1.06	-8.6	0.4
O=C(CCS(=O)(=O)c1ccccc1)Nc1nc2cc3c(cc2s1)OCCO3
    2.4	-6.9	-5.0	-1.5	11.9	1.05	0.881	-1.2	2.0
CC(=O)c1ccc(S(=O)(=O)Nc2cccc(-c3ccc(N4CCOCC4)nn3)c2)cc1
    -3.6	-3.2	-1.9	3.1	-2.3	1.02	1.02	-2.9	0.3
COCCOC(=O)c1c(NC(=O)CN2CCc3ccccc32)sc(C(N)=O)c1C
    -2.2	-1.2	-12.5	1.2	-6.6	1.12	1.07	-4.4	2.0
CC1CCN(S(=O)(=O)c2nnc(NC(=O)c3cccc([N+](=O)[O-])c3)s2)CC1
    10.6*	-6.9	33.7	-1.6	9.1	0.663	0.909	2.3	82.1*
CN1CCN(CCc2cn3ncc(C#N)c3nc2-c2ccc(F)cc2)CC1
    0.0	1.4	-3.6	3.2	-12.6	1.04	1.13	-7.5	-0.1
CCOc1cc(N2CCOCC2)c(OCC)cc1NC(=O)c1cccc(S(=O)(=O)N2CCOCC2)c1
    -1.0	-2.9	-18.2	-0.8	-5.0	1.18	1.05	-4.0	0.7
Cc1ccc(N(CC(N)=O)C2SC(=O)NC2=O)cc1 (centres undefined)
    -0.7	-0.1	2.1	-1.4	9.8	0.979	0.902	-6.0	0.7
O=C(NNC(=O)NC1CCCCC1)NC1CCCCC1
    0.5	1.7	11.2	-0.3	-6.1	0.888	1.06	-8.8	-0.4
COc1nc(N(C)C)nc(N(C#N)CCOC(C)=O)n1
    2.0	-2.6	-2.4	-0.5	9.6	1.02	0.904	-5.0	-1.8
c1ccc(CSc2nnc3c4ccccc4c4ccccc4c3n2)cc1
    /	3.2	8.6	0.6	2.4	0.914	0.976	-8.2	/
Cc1cccc(OCC(=O)N/N=C/c2cn[nH]c2-c2ccc(Cl)c(Cl)c2)c1
    27.2*	-3.5	-18.0	2.2	-12.8	1.18	1.13	0.1	2.5
c1coc(C2=Nc3cccc4cccc(c34)N2)c1
    -1.3	-6.0	-6.8	1.6	18.2	1.07	0.818	14.0	1.3
CCCn1c(SCC(=O)Nc2ccccc2CC)nnc1C(C)C
    3.9	-1.3	7.5	2.6	-1.7	0.925	1.02	-0.1	-1.3
CCN1CCN(c2c(/C=C3\SC(=S)N(Cc4ccco4)C3=O)c(C)c(C#N)c(=O)n2C)CC1
    -9.8	-6.0	3.5	3.5	19.6	0.965	0.804	-4.3	-4.9
Cc1cccc2cc(C#N)c(N3CCOCC3)nc12
    -2.5	-1.0	-4.4	-7.6	3.1	1.04	0.969	2.3	0.5
CCCCCCn1nc(C(=O)Nc2nc3c(s2)CCCC3)c2ccccc2c1=O
    0.3	-5.8	9.3	2.2	17.3	0.907	0.827	-2.1	1.3
CCCCSc1nnc([C@H](CC(C)C)NC(=O)OC(C)(C)C)o1
    2.0	-1.6	0.3	-0.7	1.2	0.997	0.988	-5.7	1.9
Cc1ccc(CN2CCN(c3ccccc3)CC2)o1
    1.4	-2.0	31.5	-9.4	-3.5	0.685	1.03	-3.9	1.1
CC(C)(C)NC(=O)Cn1nnc(-c2ccc(OCc3c(F)cccc3Cl)cc2)n1
    -5.9	-3.5	18.9	-0.4	-27.6	0.811	1.28	-10.2	1.3
CCOC(=O)C1CCCN(c2ccc(NC(=O)c3snc4c(=O)[nH]cnc34)cc2)C1 (centres undefined)
    -1.9	-2.1	2.1	0.0	31.1	0.979	0.689	-4.8	8.3
